Screens as filed in PubChem.
OXTR agonist: human OXTR agonists, primary screen, fluorescence, CHO-OTR cells, Fluo-8 calcium | 0.32% of 320,000 active | activation, % at 3 µM | Fluo-8 calcium fluorescence; normalized: DMSO 0%, oxytocin 100%;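 active = activation above the mean of all tested compounds plus 3 SD, cutoff set per screening run, cut at about 20% in these data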;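 note: peak over basal fluorescence ratio from a 100 s FLIPR kinetic read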
V1aR counter: agonists of human V1a receptor, primary screen, counter-screen for OXTR agonist project, fluorescence, CHO-V1R cells | Vasopressin V1a receptor (Homo sapiens), P37288 | 0.25% of 320,000 active | activation, % at 3 µM | Fluo-8 calcium fluorescence, agonist mode; 0% DMSO, 100% 3 nM vasopressin;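 active = activation above the mean activation of all tested compounds plus 3 SD, per screening run, cut at about 20% in these data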;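 note: signal is peak over basal fluorescence ratio across a 100 second FLIPR read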
MEKK2mut PB1 HTS: MEK5 binding signal on mutant MEKK2 PB1, primary screen, biochemical, multiplex bead flow cytometry, Alexa488-MEK5; Alexa488-MEK5 binding to MEKK2 mutant; percent response, % at 10 µM; 0.35% of 290,000 active; AID 1530, 2009; in the data active = percent response above about 24%, passing the limit was not always enough; note: inactives centre near 1; some results filed as inactive read as strong as hits; reference of the scale not given here
GalR3 antagonist: GalR3 antagonists in HEK293 cells, primary screen, cell-based, fluorescence readout; inhibition, % at 3 µM; 0.44% of 360,000 active; Galanin receptor type 3 (Homo sapiens), O60755; AID 651719, 2012; HEK293 GalR3-CNG cAMP membrane potential fluorescence; galR3 body fused to GalR1 C-terminus;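 active = inhibition above the screen-wide average plus 3 SD, cut at about 13% in these data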;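 note: forskolin and galanin both at EC90 stimulate the cells; cAMP rise reported by CNG channel membrane potential dye signal; 0% = forskolin plus galanin with DMSO and 100% = forskolin alone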
Target sequence (O60755 1-299 limits assumed): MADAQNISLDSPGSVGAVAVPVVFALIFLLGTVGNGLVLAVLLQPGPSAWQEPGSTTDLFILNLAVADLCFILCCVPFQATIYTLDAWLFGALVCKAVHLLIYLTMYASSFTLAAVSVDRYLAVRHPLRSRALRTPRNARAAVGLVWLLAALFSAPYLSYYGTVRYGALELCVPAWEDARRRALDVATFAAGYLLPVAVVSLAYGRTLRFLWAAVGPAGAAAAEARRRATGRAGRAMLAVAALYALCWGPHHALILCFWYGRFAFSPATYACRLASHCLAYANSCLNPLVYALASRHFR
GPR7 antagonist: GPR7 receptor antagonists, primary screen, cell-based, fluorescence, single concentration; GPR7-expressing cells, fluorescence antagonist assay; inhibition, % at 4.4 µM; 1.1% of 290,000 active; AID 1861, 2009; in the data active = inhibition above about 16%, passing the limit was not always enough;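 note: cells stimulated with the agonist NPW; 0% = agonist with vehicle and 100% = vehicle without agonist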
MEKK2 WT-MEK5: modulators of MEK5 binding to wildtype MEKK2, primary screen, biochemical, multiplex bead flow cytometry, Alexa488-MEK5; 1.1% of 290,000 active; AID 1531, 2009; Mitogen-activated protein kinase kinase kinase 2 (Homo sapiens), Q9Y2U5; Alexa488-MEK5 binding to MEKK2 WT; actives lie on both sides; binding response (% of control), % at 10 µM; in the data active = binding response below about 67% or above about 130%
NALP1 yeast inh: NALP1 inflammasome inhibitors in reconstituted yeast, colorimetric, S. cerevisiae, triplicate retest | S. cerevisiae NALP1/ASC/caspase-1 growth, X-gal OD620, 72 h | 0.61% of 280,000 active | inhibition, % at 10 µM; in the data active = inhibition mostly above about 24%, no sharp cut-off; inactive = mostly below about 32%; note: some compounds called inactive have numbers as strong as hits
PHOSPHO1 inh: PubChem AID 1565 | recombinant PHOSPHO1, absorbance phosphatase assay | Phosphoethanolamine/phosphocholine phosphatase (Homo sapiens), Q8TCT1 | 1.1% of 290,000 active | inhibition, % at 13.3 µM; in the data active = inhibition above about 60%
MEKK3 PB1 HTS: modulators of MEKK3-MEK5 PB1 binding, primary screen, biochemical, wildtype MEKK3, multiplex bead flow cytometry, Alexa488-MEK5; Mitogen-activated protein kinase kinase kinase 3 (Homo sapiens), Q99759; bead-based flow cytometry, Alexa488-MEK5 binding to MEKK3; actives lie on both sides; 0 = blocked by unlabeled MEK5, 100 = vehicle; binding response (% of control), % at 10 µM; 1.4% of 290,000 active;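 active = binding response more than 3 SD above or below the average of its plate-row segment, actives on both sides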;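 note: Alexa488 bead fluorescence after subtracting the streptavidin-only scavenger bead signal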
Target sequence (Q99759 whole entry, looked up): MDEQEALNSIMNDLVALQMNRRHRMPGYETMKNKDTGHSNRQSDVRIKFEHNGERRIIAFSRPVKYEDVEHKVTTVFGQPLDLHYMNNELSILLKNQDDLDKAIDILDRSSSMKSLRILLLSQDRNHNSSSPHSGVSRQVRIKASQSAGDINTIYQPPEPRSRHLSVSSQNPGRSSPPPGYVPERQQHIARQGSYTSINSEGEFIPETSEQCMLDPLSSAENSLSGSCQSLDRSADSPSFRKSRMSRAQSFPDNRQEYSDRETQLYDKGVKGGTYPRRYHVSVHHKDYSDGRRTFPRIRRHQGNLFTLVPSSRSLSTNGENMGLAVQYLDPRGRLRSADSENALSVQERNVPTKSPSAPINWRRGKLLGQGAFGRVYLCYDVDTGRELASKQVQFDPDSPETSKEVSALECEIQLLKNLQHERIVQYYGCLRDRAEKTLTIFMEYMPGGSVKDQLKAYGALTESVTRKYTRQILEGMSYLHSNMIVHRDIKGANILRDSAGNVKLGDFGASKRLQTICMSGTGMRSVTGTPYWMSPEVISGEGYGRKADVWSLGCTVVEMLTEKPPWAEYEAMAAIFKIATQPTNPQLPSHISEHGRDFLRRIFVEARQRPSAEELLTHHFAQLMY
Numbers without * were called inactive; / = not tested or not shown. Rows are unselected; any-hit rate near 5.4%.

Start of the data: the first 15 entries, to show the layout:
SMILES,OXTR agonist,V1aR counter,MEKK2mut PB1 HTS,GalR3 antagonist,GPR7 antagonist,MEKK2 WT-MEK5,NALP1 yeast inh,PHOSPHO1 inh,MEKK3 PB1 HTS
Cc1ccc(C(=O)NC(=S)Nc2ccc(N3CCOCC3)cc2)cc1,1.3,3.9,1,-7,-7,101,-8,30,101
CCC(C)(C(=O)NC1CCCCC1)N(C)C(=O)c1ccc2c(c1)OCO2 (configuration not stated),0.4,-0.1,-3,-4,12,95,9,-4,94
CCc1ccc2nc(NC(=O)c3cc(C)on3)sc2c1,-0.1,0.7,-3,-5,-5,100,-4,12,98
Cc1ccc(N(CC(=O)N2CCN(c3ccccc3F)CC2)S(=O)(=O)c2c(C)noc2C)cc1,-0.2,-0.1,-2,-8,-20,90,10,-11,99
COC(=O)Cn1c(O)c(N=NC(=O)CNC(=O)c2ccc3c(c2)OCCO3)c2ccccc21,-0.8,-0.5,1,2,-6,105,8,24,104
CCC(=O)Oc1oc(-c2ccccc2)nc1C=Nc1ccc(C)cc1,-0.8,0.1,-9,-6,-14,92,8,32,92
Cc1ccnc(NC(=O)CS(=O)(=O)Cc2ccccc2)c1,0.9,0.8,6,-5,-4,109,18,17,107
COc1cccc(OC)c1C(=O)NC(=S)NCc1ccco1,-1.6,-0.7,1,-3,-7,102,21,28,101
CN(C)c1ncc(C(=O)O)cn1,1.1,0.7,-2,-4,10,94,-5,1,92
COC(=O)c1cnc(SCc2ccc([N+](=O)[O-])cc2)n1C,-2.4,-0.6,-3,-1,-4,96,-2,-63,100
COC(=O)Cn1c(=NC(=O)CSCC(=O)Nc2cc(C)on2)sc2ccccc21,-1.3,0.3,8,/,/,89,-12,27,109
COc1ccc(CCNC(=O)c2ccc(CN3CCOCC3)cc2)cc1,0.8,1.8,-2,-2,13,93,27,10,94
Cc1ccc(S(=O)(=O)Nc2cc(-c3ccccc3)nn2C)cc1,-0.4,0.7,4,-4,-21,103,9,20,103
COc1ccc(N2C(=NC(=O)C3CCCCC3)SC3CS(=O)(=O)CC32)cc1 (configuration not stated),0.3,1.1,0,-8,11,103,6,12,102
CC(C)(C)c1ccc(-c2cc(N)n[nH]2)cc1,-0.5,0.8,2,/,-13,103,26,-9,100

This part in full, repeating the preview:
SMILES,OXTR agonist,V1aR counter,MEKK2mut PB1 HTS,GalR3 antagonist,GPR7 antagonist,MEKK2 WT-MEK5,NALP1 yeast inh,PHOSPHO1 inh,MEKK3 PB1 HTS
Cc1ccc(C(=O)NC(=S)Nc2ccc(N3CCOCC3)cc2)cc1,1.3,3.9,1,-7,-7,101,-8,30,101
CCC(C)(C(=O)NC1CCCCC1)N(C)C(=O)c1ccc2c(c1)OCO2 (configuration not stated),0.4,-0.1,-3,-4,12,95,9,-4,94
CCc1ccc2nc(NC(=O)c3cc(C)on3)sc2c1,-0.1,0.7,-3,-5,-5,100,-4,12,98
Cc1ccc(N(CC(=O)N2CCN(c3ccccc3F)CC2)S(=O)(=O)c2c(C)noc2C)cc1,-0.2,-0.1,-2,-8,-20,90,10,-11,99
COC(=O)Cn1c(O)c(N=NC(=O)CNC(=O)c2ccc3c(c2)OCCO3)c2ccccc21,-0.8,-0.5,1,2,-6,105,8,24,104
CCC(=O)Oc1oc(-c2ccccc2)nc1C=Nc1ccc(C)cc1,-0.8,0.1,-9,-6,-14,92,8,32,92
Cc1ccnc(NC(=O)CS(=O)(=O)Cc2ccccc2)c1,0.9,0.8,6,-5,-4,109,18,17,107
COc1cccc(OC)c1C(=O)NC(=S)NCc1ccco1,-1.6,-0.7,1,-3,-7,102,21,28,101
CN(C)c1ncc(C(=O)O)cn1,1.1,0.7,-2,-4,10,94,-5,1,92
COC(=O)c1cnc(SCc2ccc([N+](=O)[O-])cc2)n1C,-2.4,-0.6,-3,-1,-4,96,-2,-63,100
COC(=O)Cn1c(=NC(=O)CSCC(=O)Nc2cc(C)on2)sc2ccccc21,-1.3,0.3,8,/,/,89,-12,27,109
COc1ccc(CCNC(=O)c2ccc(CN3CCOCC3)cc2)cc1,0.8,1.8,-2,-2,13,93,27,10,94
Cc1ccc(S(=O)(=O)Nc2cc(-c3ccccc3)nn2C)cc1,-0.4,0.7,4,-4,-21,103,9,20,103
COc1ccc(N2C(=NC(=O)C3CCCCC3)SC3CS(=O)(=O)CC32)cc1 (configuration not stated),0.3,1.1,0,-8,11,103,6,12,102
CC(C)(C)c1ccc(-c2cc(N)n[nH]2)cc1,-0.5,0.8,2,/,-13,103,26,-9,100
O=C(COc1ncnc2sccc12)N1CCc2ccccc2C1,0.5,1.1,2,-1,3,102,-5,-6,100
C=CCNC(=O)C1CCN(S(=O)(=O)c2cccs2)CC1,0.1,0.2,3,-4,0,104,-5,28,99
COc1ccc(NC(=O)C23CC4CC(C2)CC(c2ccc(C)cc2)(C4)C3)cc1,-2.5,-0.5,1,-7,7,117,18,13,150*
O=C1NCCN(Cc2c(F)cccc2Cl)C1CC(=O)N1CCCO1 (configuration not stated),0.7,1.7,7,-4,-12,107,10,28,105
Cc1cc(S(=O)(=O)NCC(C)C)ccc1OCC(=O)N1CCOCC1,1.4,0.3,7,0,-2,112,33,4,109
COc1ccccc1-n1c(-c2ccc(NS(C)(=O)=O)cc2)n[nH]c1=S,-0.1,0.3,-1,-5,-2,99,-6,88*,100
CCOC(=O)c1ccc(NC(=S)N2CCCC2c2ccc(OC)c(OC)c2)cc1 (configuration not stated),0.2,1.5,-2,-2,-15,99,7,-13,101
O=C(Oc1ccc2c(c1)O/C(=C\c1ccncc1)C2=O)c1cccs1,3.5,6.0,-18,-6,2,63,14,33,65
CCSc1nnc(NC(=O)[C@@H](NC(=O)c2ccccc2F)C(C)C)s1,-0.7,-0.2,-12,-6,-6,104,-11,19,100
C=CCNC(=S)Nc1ccc(Cl)c(S(=O)(=O)N2CCOCC2)c1,1.0,0.8,1,-8,7,91,1,-18,97
Cc1cccc(-n2cnc(C(=O)NNC(=S)Nc3ccc(Cl)cc3)c2)n1,1.0,-0.4,2,4,-19,103,-3,49,106
COCCCNCC(O)COc1ccccc1F (configuration not stated),0.9,0.3,37,-8,-2,10*,7,-5,99
C/C(=C\c1ccco1)C1C(C#N)=C(N)OC2=C1C(=O)CC(C)(C)C2 (configuration not stated),-1.5,-0.6,2,2,-2,104,-21,-1,107
O=C(CSc1nc2ccc(Nc3nc(N4CCOCC4)nc(N4CCOCC4)n3)cc2s1)Nc1ccccc1F,/,/,-5,4,-6,94,15,12,99
Cc1ccc(/C=N/n2c(=O)c(C(C)(C)C)nn3cnnc23)cc1,-1.3,-0.3,22,-1,-9,98,20,3,103
Cc1cc(Nc2c(C)n(C)n(-c3ccccc3)c2=O)c2ccccc2n1,0.1,0.9,-2,1,11,100,21,-5,104
CCOc1ccc(-c2nc(=S)[nH][nH]2)cc1,-0.4,-0.1,10,5,3,108,3,100*,107
N#Cc1ccccc1NC(=O)CC1CCCCC1,-2.0,-0.6,6,4,-12,103,5,-6,104
O=C(Cn1c2ccccc2c(=O)c2ccccc21)Nc1ccccc1F,-0.1,0.7,-7,1,-5,88,12,18,100
COCc1nnc(N)s1,1.4,0.5,12,0,-1,110,4,6,105
CCCc1nc2sc3c(=O)n(N)cnc3c2c2c1CCCC2,0.8,-0.3,-2,-5,-1,98,24,-2,99
CN1CCN(NC(=O)c2cccc3ccccc23)CC1,-0.4,0.9,0,0,-8,97,36,-13,94
O=C(Nc1ccc(Cl)cc1C(=O)N1CCOCC1)c1cccc([N+](=O)[O-])c1,0.0,-0.4,2,-5,-2,107,26,5,104
COc1ccccc1C(=O)NCc1ccncc1,0.1,-0.6,8,-5,-13,107,0,7,103
Cc1[nH]c2ccccc2c1C(=O)/C=C/c1ccccc1,0.1,0.2,2,-2,1,96,-3,-6,100
c1ccc(-c2cc3nccc(-c4ccccn4)n3n2)cc1,-1.2,-0.4,0,-1,-21,91,31,-4,101
CC1CCCC(C)N1C(=O)CSc1nccc(=O)[nH]1 (configuration not stated),1.4,1.5,11,-6,-16,105,3,50,96
Cc1cc(OCCOCCN(C)CCO)cc(C)c1Cl,1.8,2.1,5,-7,10,109,14,14,101
COc1ccc(OCC(=O)Nc2ccc3c(c2)n(C)c(=O)n3C)cc1,0.0,0.8,13,-9,-4,111,27,14,108
O=c1[nH]c(CSc2ccccn2)nc2c1cnn2-c1ccccc1,3.6,4.7,-2,-2,-6,97,16,2,101
COc1ccc(-n2nc(C(=O)NCC(=O)N3CCN(Cc4ccccc4)CC3)c3ccccc3c2=O)cc1,-1.5,-0.9,-1,-7,-11,100,6,15,99
CCN(CC)C(=O)Cn1c(=O)n(C)c2ccccc21,-0.9,0.8,6,0,-10,108,-11,0,101
CC(C)(C)C1CCc2c(sc3nc(SCC(N)=O)nc(N)c23)C1 (configuration not stated),-1.4,-0.1,2,-5,-22,88,0,14,80
COc1ccc([C@@H]2C=C(C(=O)O)O[C@H](OCCCCO)C2)cc1,0.2,1.2,3,-6,/,98,/,30,97
Nn1cnnc1N/N=C/c1cc(Br)cc(Br)c1O,0.3,0.6,/,-1,-8,/,9,32,/
Cc1cc(C)nc(SCCC(=O)N2CCOCC2)n1,0.7,2.5,11,-3,2,123,-57,-7,123*
O=C(Nc1cccc(S(=O)(=O)N2CCCCC2)c1)c1c2c(nc3ccccc13)CCN(Cc1ccccc1)C2,-1.2,0.3,-1,8,-6,107,32,-16,104
COc1cccc(NC(=O)c2ccncc2)c1,-0.3,-0.3,10,-4,-14,111,21,-2,104
CCN(CC)c1ccc(N=Nc2nn(C)c(C)c2[N+](=O)[O-])cc1,-3.3,-1.9,-1,-1,-8,102,19,2,103
CCN1CCc2nc3ccccc3c(C(=O)Nc3ccc(C#N)cc3)c2C1,-1.5,3.9,2,-4,-1,107,-6,36,106
CCCC(=O)Nc1cc(C)c(NC(=O)c2ccco2)cn1,1.2,-0.8,2,-8,-18,107,-30,25,103
Cc1cccc(C)c1NC(=O)CSc1nnc(-c2cnccn2)n1C,0.7,1.7,-3,1,2,99,23,-38,100
